# IL1B NFkB inh: blocks IL-1B driven NFkB nuclear translocation in HUVEC cells. HUVEC IL-1B NFkB p65 nuclear translocation imaging. 94,000 tested, 0.43% active. inhibition, % at 2 µM. AID 796;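 active means inhibition above about 30% together with a positive call from visual inspection of the well image, limit read from the data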;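 further: nuclear over cytoplasmic p65 intensity ratio measured by imaging; 0% = IL-1B stimulated DMSO wells and 100% = unstimulated DMSO wells; values of inactives mirror those of a sister screen read the other way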
# NFkB transloc pot: enhances IL-1B driven NFkB nuclear translocation | AID 819 | HUVEC IL-1B NFkB p65 nuclear translocation imaging | activation, % at 2 µM | 94,000 tested, 0.3% active;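 active means activation above 40%, about the mean plus 3 SD, also judged a hit on visual image review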;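 further: percent activation is computed from the nuclear over cytoplasmic p65 intensity ratio; values of inactives mirror those of a sister screen read the other way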
# Bcl-B TR3 displacers: displacers of TR3 peptide from Bcl-B, primary screen, selectivity assay for Bfl-1 inhibitor project, biochemical, fluorescence polarization | FP displacement of FITC-TR3 peptide from Bcl-B; higher % means a stronger effect | displacement, % at 20 µM; hits with a dose series show IC50 in µM | 96,000 tested, 0.11% active | AID 748;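 active means displacement above 50% at 20 µM plus a fluorescence interference ratio under 1.5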;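 further: plate controls were wells without compound for no effect and wells lacking Bcl-B protein for full effect; a part of the inactive calls stands beside numbers as strong as those of hits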
# PLAP inhibitors HTS: inhibition of human placental alkaline phosphatase – biochemical, luminescence, HTS (AID 690) | purified PLAP, luminescent substrate; higher % means a stronger effect | inhibition, % at 20 µM, or IC50 in µM where a hit was titrated | 96,000 tested, 0.08% active; in the data active means a potency from the dose series; inactive means the rest, 99 in 100 with inhibition below about 30%; further: strong numbers were not always called active
# MRP reversal: MRP-mediated drug resistance reversal; differential viability (reversal), % at 10 µM; AID 602; H69AR cells + 2 uM doxorubicin, CellTiter-Glo, 72 h; 85,000 tested, 0.04% active;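 active means viability drop by adding the cancer drug above about 55%, with treated viability meeting a 40% cutoff, limit read from the data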;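 further: viability without doxorubicin minus viability with 2 µM doxorubicin for each compound; larger differential means the compound sensitizes cells more to doxorubicin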
# MRP reversal cytotoxicity: also measured in MRP reversal; calls as there; viability, %; H69AR cells, CellTiter-Glo, 72 h; measured here: cytotoxicity without doxorubicin
# MRP reversal with doxorubicin: further read-out of MRP reversal, marked with its call; viability, %; measured here: viability with 2 uM doxorubicin; hits give low values
# IL1B NFkB inh cell count 2 µM: recorded beside IL1B NFkB inh, whose call it bears; cell count; measured here: cells passing quality filter;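 raw number of nuclei counted in each imaged well without normalization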
# NFkB transloc pot cell count 2 µM: recorded beside NFkB transloc pot, whose call it bears; cell count; measured here: cells passing quality filter
# Starred values were filed as active, the others as inactive; / = not tested or not shown. An excerpt (hit frequency here may not be typical).
SMILES,IL1B NFkB inh,IL1B NFkB inh cell count 2 µM,NFkB transloc pot,NFkB transloc pot cell count 2 µM,Bcl-B TR3 displacers,PLAP inhibitors HTS,MRP reversal,MRP reversal cytotoxicity,MRP reversal with doxorubicin
Cc1ccc(S(=O)(=O)n2nc(-c3ccc(Cl)cc3)nc2NCc2ccco2)cc1,-17,187,17,187,-3%,12%,0,76,76
O=C1C=C(N(CCO)CCO)C2(CCCCC2)O1,-9,123,9,123,-2%,0%,-2,88,90
COc1ccc(NC(=O)C(c2ccc(C)cc2)N(C)C(=O)CNC(C)=O)cc1 (stereo not drawn),28,150,-28,150,-1%,-2%,6,85,79
COc1ccc(CCN(C)CCN2C(=O)c3ccccc3C2=O)cc1OC,-19,181,19,181,6%,-29%,10,95,85
CCCn1cnc2c(N)c(C)c(C)cc21,/,/,/,/,4%,16%,/,/,/
O=C1CC(c2ccc(S(=O)(=O)N3CCN(c4ccccc4)CC3)cc2)CN1 (stereo not drawn),1,117,-1,117,3%,14%,-10,74,84
CCOC(=O)CC1C(=O)NCCN1C(=O)Nc1ccc(Cl)cc1 (stereo not drawn),0,80,0,80,-6%,6%,-9,103,112
O=C(C1=C(O)C(=O)N(CCCN2CCOCC2)C1c1ccccn1)c1cc2ccccc2o1 (stereo not drawn),8,130,-8,130,4%,-55%,-2,87,88
O=C1CC(c2ccccc2)CN1S(=O)(=O)c1ccccc1 (stereo not drawn),-4,224,4,224,-14%,9%,16,96,79
O=C(O)C1C2C=CC3(CN(Cc4ccccn4)C(=O)C13)O2 (stereo not drawn),6,116,-6,116,-16%,-10%,-7,93,100
CCOC(=O)c1ccccc1NC(=O)/C=C/c1cc(OC)c(OC)c(OC)c1,-24,175,24,175,1%,13%,10,96,86
CCC(C)C(=O)N1c2ccccc2C(=C2SC(C(=O)OC)=C(C(=O)OC)S2)C(=S)C1(C)C (stereo not drawn),2,155,-2,155,6%,-9%,/,/,/
CCOC(=O)Cc1csc(SCC(=O)/C(C#N)=C(\C)N)n1,-4,138,4,138,1%,-2%,4,99,95
CCOC(=O)C1CCCN(Cc2nc(N)nc(Nc3ccccc3OC)n2)C1 (stereo not drawn),/,/,/,/,0%,0%,-26,51,77
O=C(CCS(=O)(=O)c1cccc2nsnc12)N1CCN(C(=O)c2ccco2)CC1,/,/,/,/,-10%,21%,8,90,81
Cc1ccc(S(=O)(=O)NNc2nc3ccccc3nc2C(F)(F)F)cc1,-2,158,2,158,-5%,-80%,17,102,85
CCN(CC)CCNC(=O)C(C)c1nn(CC)c(=O)c2ccccc12 (stereo not drawn),-13,148,13,148,/,/,-10,87,96
COC(=O)c1sc(=S)n(-c2ccccc2OC)c1N,-3,120,3,120,2%,8%,/,/,/
COc1ccc(S(=O)(=O)N(C)C2CCS(=O)(=O)C2)cc1OC (stereo not drawn),1,163,-1,163,-8%,-1%,16,98,82
Cc1cccc(OCC(O)Cn2c(NCc3cccnc3)nc3c2c(=O)[nH]c(=O)n3C)c1 (stereo not drawn),5,84,-5,84,-5%,4%,/,/,/
COc1cccc(C2C=C(c3cccs3)Nc3ncnn32)c1OC (stereo not drawn),-8,59,8,59,9%,-29%,0,83,83
CCCC(=O)c1ccc(N2CCN(C(=O)c3ccccc3)CC2)c(F)c1,10,165,-10,165,4%,-41%,18,69,51
Cc1cc(C)nc(SCc2nnc(SCC(=O)Nc3ccccc3C)n2Cc2ccco2)n1,-9,146,9,146,9%,-55%,/,/,/
COc1ccc(Nc2c(C)cccc2C)cc1,-1,184,1,184,/,/,4,86,82
c1cnc(NC2CCCCCC2)nc1,4,150,-4,150,7%,7%,-7,96,104
COc1cc2nc(-c3ccc(Br)o3)oc(=O)c2cc1OC,-15,147,15,147,-8%,0%,8,83,75
C=CCn1c(SCn2nnc3ccccc3c2=O)nnc1-c1ccc(Br)cc1,-8,183,8,183,-5%,8%,-1,83,84
Cc1ccc(SCc2cc(=O)[nH]c(N3CCOCC3)n2)cc1,7,98,-7,98,-1%,-7%,1,84,83
c1ccc(CN2CCN(CCN3CCn4c3nc3ccccc34)CC2)cc1,/,/,/,/,0%,-59%,21,82,61
COc1cc2c(cc1OC)C(C)N(C(=O)Cn1ncc3c1-c1cc(C)ccc1OC3)CC2 (stereo not drawn),-19,55,19,55,-2%,-54%,-4,72,76

# Reformatted with values under each structure: entries from further up.
# Every second line gives: IL1B NFkB inh, IL1B NFkB inh cell count 2 µM, NFkB transloc pot, NFkB transloc pot cell count 2 µM, Bcl-B TR3 displacers, PLAP inhibitors HTS, MRP reversal, MRP reversal cytotoxicity, MRP reversal with doxorubicin
Cc1ccc(S(=O)(=O)NNc2nc3ccccc3nc2C(F)(F)F)cc1
  -2, 158, 2, 158, -5%, -80%, 17, 102, 85
CCN(CC)CCNC(=O)C(C)c1nn(CC)c(=O)c2ccccc12 (stereo not drawn)
  -13, 148, 13, 148, /, /, -10, 87, 96
COC(=O)c1sc(=S)n(-c2ccccc2OC)c1N
  -3, 120, 3, 120, 2%, 8%, /, /, /
COc1ccc(S(=O)(=O)N(C)C2CCS(=O)(=O)C2)cc1OC (stereo not drawn)
  1, 163, -1, 163, -8%, -1%, 16, 98, 82
Cc1cccc(OCC(O)Cn2c(NCc3cccnc3)nc3c2c(=O)[nH]c(=O)n3C)c1 (stereo not drawn)
  5, 84, -5, 84, -5%, 4%, /, /, /
COc1cccc(C2C=C(c3cccs3)Nc3ncnn32)c1OC (stereo not drawn)
  -8, 59, 8, 59, 9%, -29%, 0, 83, 83
CCCC(=O)c1ccc(N2CCN(C(=O)c3ccccc3)CC2)c(F)c1
  10, 165, -10, 165, 4%, -41%, 18, 69, 51
Cc1cc(C)nc(SCc2nnc(SCC(=O)Nc3ccccc3C)n2Cc2ccco2)n1
  -9, 146, 9, 146, 9%, -55%, /, /, /
COc1ccc(Nc2c(C)cccc2C)cc1
  -1, 184, 1, 184, /, /, 4, 86, 82
c1cnc(NC2CCCCCC2)nc1
  4, 150, -4, 150, 7%, 7%, -7, 96, 104
COc1cc2nc(-c3ccc(Br)o3)oc(=O)c2cc1OC
  -15, 147, 15, 147, -8%, 0%, 8, 83, 75
C=CCn1c(SCn2nnc3ccccc3c2=O)nnc1-c1ccc(Br)cc1
  -8, 183, 8, 183, -5%, 8%, -1, 83, 84
Cc1ccc(SCc2cc(=O)[nH]c(N3CCOCC3)n2)cc1
  7, 98, -7, 98, -1%, -7%, 1, 84, 83

# The list continues:
SMILES,IL1B NFkB inh,IL1B NFkB inh cell count 2 µM,NFkB transloc pot,NFkB transloc pot cell count 2 µM,Bcl-B TR3 displacers,PLAP inhibitors HTS,MRP reversal,MRP reversal cytotoxicity,MRP reversal with doxorubicin
Cc1ccc2nc(SCCC#N)nc(C)c2c1,1,95,-1,95,-7%,-11%,0,89,89
CCCCCn1c(SCCCC)nc2c1c(=O)[nH]c(=O)n2C,5,84,-5,84,17%,3%,-1,87,89
Cc1ccc(/C=N/N2CCN(Cc3ccccc3)CC2)s1,-20,159,19,159,3%,-6%,/,/,/
CCOC(=O)c1c(NC(=O)CSc2nnc(CNc3ccc(Cl)cc3)o2)sc(C)c1C,-30,106,30,106,/,/,5,81,76
CCN(Cc1ccccc1)C(c1ccccn1)c1nnnn1C1CCCCC1 (stereo not drawn),-4,97,5,97,/,/,-2,86,88
CN(C)S(=O)(=O)Nc1ccc(Br)cc1F,8,115,-8,115,2%,-15%,5,96,92
COc1cc2c(O)c3c(c(-c4ccc5c(c4)OCO5)c2cc1OC)C(=O)OC3,10,50,-10,50,-5%,11%,1,4,3
Cc1ccc2c(c1)C(=O)C(=O)N2CC(=O)OC(C)C,11,141,-11,141,-17%,4%,-18,68,86
CCCCCOc1ccc(CSc2ncn[nH]2)cc1,-4,118,4,118,/,/,18,102,85
CC(C)C(C(=O)Nc1nccs1)c1ccccc1 (stereo not drawn),-14,110,14,110,5%,9%,2,97,95
Brc1cnc(N2CCCCC2)nc1N1CCOCC1,-3,65,3,65,5%,14%,7,76,69
O=C(CCCc1nc(-c2ccccc2Cl)no1)NCc1cccnc1,/,/,/,/,5%,-16%,-36,39,75
N#Cc1c2c(c(Nc3ccccc3)n3c1nc1ccccc13)CCC2,-1,56,1,56,-1%,17%,/,/,/
COc1ccc(CSc2nnc(C)n2N)cc1Br,7,177,-7,177,-36%,8%,-7,83,90
COC(=O)c1ccccc1NC(=O)COc1ccccc1,-24,93,24,93,-3%,6%,-6,80,86
O=C(NC1CCCCC1)c1cccs1,-1,82,1,82,4%,10%,5,89,84
COc1ccc(-c2nc(CNS(=O)(=O)c3ccc(OC)c(OC)c3)cs2)cc1,-35,189,35,189,-4%,6%,1,77,76
COc1ccc(CC(=O)N2CCN(c3ccccn3)CC2)cc1,-24,110,24,110,/,/,2,82,81
CCCC(=O)C1C(=O)CC(C)(C)C(c2cc(C)no2)C1=O (stereo not drawn),/,/,/,/,3%,12%,6,105,100
N#Cc1cc(N)ccc1Sc1ccccc1,-7,87,7,87,-2%,10%,/,/,/
CCn1c(CCC(=O)Nc2cc(F)ccc2C)nc2cc(S(=O)(=O)N(C)C)ccc21,/,/,/,/,-5%,-33%,-23,65,89
Fc1ccc(CSc2nncn2NC/C=C/c2ccccc2)cc1,2,129,-2,129,-4%,15%,/,/,/
CCOC(=O)N1CCN(CC(O)COc2ccccc2C(C)CC)CC1 (stereo not drawn),19,83,-19,83,-14%,-57%,-4,91,95
CC(C)c1ccc2oc(-c3ccc(NC(=O)c4ncn[nH]4)cc3)nc2c1,-8,138,8,138,-70%,-4%,-1,87,87
Cc1ccc(/C(O)=C2/C(=O)C(=O)N(CCN3CCOCC3)C2c2cccs2)cc1 (stereo not drawn),-9,123,9,123,7%,1%,6,100,94
CCN1C(=O)c2cccc3cccc1c23,-8,147,8,147,-8%,24%,14,90,76
COC(=O)COC(=O)c1ccc(O)cc1,1,179,-1,179,-13%,2%,8,105,96
COC(=O)Cn1c(=NC(=O)CSC(C)=O)sc2ccccc21,/,/,/,/,-1%,-1%,9,102,93
CCn1c(=O)n(CC(=O)N2CC(C)CC(C)C2)c(=O)c2ccccc21 (stereo not drawn),12,162,-12,162,15%,-13%,5,99,94
Cc1cc(C(=O)OCC(=O)N2CCOCC2)c2ccccc2n1,-9,180,9,180,4%,-10%,-40,49,89
CN(C)C(=O)c1ccccc1-c1ccccc1,-7,120,7,120,0%,-11%,3,85,82
COc1cccc(CN(CC2CCCO2)S(=O)(=O)c2ccc(S(=O)(=O)N(C)C)cc2)c1 (stereo not drawn),-14,188,14,188,-4%,-4%,-8,96,104
CCOc1cc(C2CC(=O)NC3=C2C(=O)C(C(=O)OC)C(C)C3)cc(Br)c1O (stereo not drawn),4,98,-4,98,0%,3%,0,87,87
